From PubChem
Menin-MLL TR inh: qHTS Assay for Inhibitors Targeting the Menin-MLL Interaction in MLL Related Leukemias: Competition With Texas Red Labeled MLL-derived Mutant Peptide; AID 1768, 2009; 270,000 tested, 0.23% active; Menin + Texas Red MLL mutant peptide, fluorescence polarization; O00255; Potency, µM (top dose mostly 61.6 µM), for inactives: top-dose FP activity change, negative = inhibition, most hits filed as inhibitors; active = well fitted inhibition curve with a large enough effect in the polarisation, with a control signal flat, not every such curve was filed as active; inconclusive = small, poorly fitted or top-dose-only effect, or effect the other way, or a change in a side signal; inactive = no such curve, though single readings can be large or run the other way; the % refers to the polarisation; also: potency is read from the fitted curve at half-maximal effect; % of control where 0% means no effect; many of its hits are not listed in these tables
Mito fusion act: qHTS Assay for Small Molecule Inhibitors of Mitochondrial Division or Activators of Mitochondrial Fusion | S. cerevisiae fusion-defective mutant growth rescue, CellTiterGlo 48 h | Potency, µM (series often up to 46.1 µM), for the others: at the top dose growth rescue (activation), actives largely listed as activators | 320,000 tested, 0.23% active | AID 485298, 2010;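 also: potency is read from the fitted curve at half-maximal effect; % of control where 0% means no effect; nearly all actives have a fitted effect of over 45% in size; temperature-sensitive fusion mutants such as fzo1-1 at 37 °C on non-fermentable ethanol glycerol medium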
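Yeast fusion mutant, YPEG (non-fermentable carbon), compound, 48 h at 37C non-permissive; CellTiterGlo added, 10 min RT, luminescence read. Rescued growth = division inhibition.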
Gal4-VP16 FLuc: VP16 counterscreen qHTS for inhibitors of ROR gamma transcriptional activity. Drosophila S2 Gal4-VP16 UAS-luciferase, luminescence, 20 h. Potency, µM (doses to about 53.6 µM), without a hit: top-dose activity, negative = inhibition, actives largely listed as inhibitors. 310,000 tested, 3.5% active. AID 2546, 2010;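 also: Gal4-VP16 expression switched on by copper sulfate through the metallothionein promoter; potency is read from the fitted curve at half-maximal effect; % is scaled to controls: 0 for no effect and ±100 for the full control effect; nearly all actives have a fitted effect of over 50% in size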
Rab9 promoter act: qHTS Assay for Rab9 Promoter Activators; AID 485297, 2010; 320,000 tested, 2.8% active; Potency, µM (top dose mostly 9.22 µM), without a hit: top-dose activation, negative = inhibition, actives largely listed as activators; Huh7 Rab9 promoter-luciferase reporter, luminescence, 24 h; also: potency is read from the fitted curve at half-maximal effect; % of control where 0% means no effect; nearly all actives have a fitted effect of over 60% in size
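Rab9 promoter-driven luciferase in stably transfected Huh7 cells; 1500 cells/well rested 2 h, exposed to compound in DMSO for 24 h at 37 °C, 5% CO2. Luminescence read 10 min after adding luciferase reagent at ambient temperature.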
MBNL1 CUG block: qHTS Assay for Inhibitors of MBNL1-poly(CUG) RNA binding; Muscleblind-like protein 1 (Homo sapiens), Q9NR56; TR-FRET MBNL1-His/biotin-(CUG)12 binding, 665/545 ratio; Potency, µM (top dose mostly 57.5 µM), for inactives: top-dose activity change, negative = inhibition, most hits filed as inhibitors; 280,000 tested, 0.036% active; active = well fitted inhibition curve with a large enough effect in the signal ratio, with a control signal flat, not every such curve was filed as active; inconclusive = small, poorly fitted or top-dose-only effect, or effect the other way, or a change in a side signal; inactive = no such curve, though single readings can be large or run the other way; the % refers to the signal ratio; also: potency is read from the fitted curve at half-maximal effect; % is scaled to controls: 0 for no effect and ±100 for the full control effect
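TR-FRET between His-tagged MBNL1 and biotin-(CUG)12 RNA, detected with Tb anti-His antibody (0.055 ng/ul) and streptavidin-XL665 (5 nM), 60 min at room temperature. Compounds titrated 92 nM to 58 uM; 665/545 nm ratio normalized to buffer and complex controls.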
FLuc modulator: qHTS profiling assay for firefly luciferase inhibitor/activator using purifed enzyme and Km concentrations of substrates (counterscreen for miR-21 project) | Luciferin 4-monooxygenase (Photinus pyralis), P08659 | purified FLuc, Km substrates, luminescence inhibition | Potency, µM (top dose mostly 57.5 µM), for the others: at the highest dose activity change, negative = inhibition, actives largely listed as inhibitors | 360,000 tested, 6.9% active;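 also: potency is read from the fitted curve at half-maximal effect; plate controls were vehicle for no effect and reference inhibitor for full effect; nearly all actives have a fitted effect of over 55% in size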
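Purified P. pyralis luciferase (10nM final) with 10uM D-luciferin and 10uM ATP (Km levels) in 50mM Tris acetate pH 7.5, 10mM Mg acetate, 0.01% Tween-20, 0.05% BSA; qHTS 6-point titration, ~60 µM downward; luminescence read.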
RORg inh: qHTS for inhibitors of ROR gamma transcriptional activity. 310,000 tested, 5.4% active. AID 2551, 2010. Drosophila S2 Gal4-RORgamma UAS-luciferase reporter, 20 h. Nuclear receptor ROR-gamma (Mus musculus), P51450. Potency, µM (titrated, usually from 53.6 µM), for inactives: top-dose activity change, negative = inhibition, actives largely listed as inhibitors; also: potency is read from the fitted curve at half-maximal effect; % is scaled to controls: 0 for no effect and ±100 for the full control effect; nearly all actives have a fitted effect of over 60% in size
Target sequence (P51450 whole entry, looked up, the tested form may be a part): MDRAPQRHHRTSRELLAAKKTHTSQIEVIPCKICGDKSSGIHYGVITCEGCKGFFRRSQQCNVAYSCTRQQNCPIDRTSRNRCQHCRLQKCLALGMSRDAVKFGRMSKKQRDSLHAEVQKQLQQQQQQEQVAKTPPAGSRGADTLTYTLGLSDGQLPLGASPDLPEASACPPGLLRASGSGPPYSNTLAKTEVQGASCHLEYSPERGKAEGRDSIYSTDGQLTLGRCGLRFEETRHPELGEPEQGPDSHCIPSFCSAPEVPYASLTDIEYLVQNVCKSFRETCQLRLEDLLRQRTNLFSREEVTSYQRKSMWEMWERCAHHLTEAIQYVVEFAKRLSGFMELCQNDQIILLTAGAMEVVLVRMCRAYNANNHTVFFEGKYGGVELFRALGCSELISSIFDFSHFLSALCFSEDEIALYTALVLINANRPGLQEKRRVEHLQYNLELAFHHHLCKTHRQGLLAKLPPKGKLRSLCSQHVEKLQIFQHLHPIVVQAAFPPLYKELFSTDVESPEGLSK
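Stable Schneider cell line, Gal4 DNA-binding domain fused to ROR gamma, UAS-luciferase. Cmpd 1 hr RT → CuSO4 700 uM final → 20 hr RT → luciferase reagent 10 min → luminescence.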
KCNH2 3.1 block: qHTS for Inhibitors of KCHN2 3.1: Mutant qHTS; activity change, % (tested at about 1.8 µM); U2OS KCNH2 3.1, thallium flux FluxOr; stronger effect = lower value; 340,000 tested, 0.95% active; Potassium voltage-gated channel subfamily H member 2, brain isoform KCNH2 3.1 (human);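 active = maximum activity change below -70%; inconclusive = maximum activity change from -70% to -50%; inactive = maximum activity change above -50%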;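 also: thallium influx rate constant from kinetic fluorescence after stimulation buffer; % is scaled to controls: 0 for no effect and ±100 for the full control effect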
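Thallium flux read-out: FluxOr dye with Red40 quencher in HBSS/HEPES, 45 min at RT. Rate constants from kinetic reads were normalized to positive and negative DMSO controls. Cells: U2OS virally expressing the 3.1 isoform.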
PKM2 act: qHTS Assay for Activators of Human Muscle isoform 2 Pyruvate Kinase. purified PKM2, Kinase-Glo ATP luminescence, activation; response scale: 0% is enzyme alone, no compound. Potency, µM (doses to about 57.5 µM), for the others: at the top dose activation, actives largely listed as activators. 260,000 tested, 0.34% active; also: potency is read from the fitted curve at half-maximal effect; % is scaled to controls: 0 for no effect and ±100 for the full control effect; nearly all actives have a fitted effect of over 55% in size
Target sequence (P14618 whole entry, looked up, canonical isoform): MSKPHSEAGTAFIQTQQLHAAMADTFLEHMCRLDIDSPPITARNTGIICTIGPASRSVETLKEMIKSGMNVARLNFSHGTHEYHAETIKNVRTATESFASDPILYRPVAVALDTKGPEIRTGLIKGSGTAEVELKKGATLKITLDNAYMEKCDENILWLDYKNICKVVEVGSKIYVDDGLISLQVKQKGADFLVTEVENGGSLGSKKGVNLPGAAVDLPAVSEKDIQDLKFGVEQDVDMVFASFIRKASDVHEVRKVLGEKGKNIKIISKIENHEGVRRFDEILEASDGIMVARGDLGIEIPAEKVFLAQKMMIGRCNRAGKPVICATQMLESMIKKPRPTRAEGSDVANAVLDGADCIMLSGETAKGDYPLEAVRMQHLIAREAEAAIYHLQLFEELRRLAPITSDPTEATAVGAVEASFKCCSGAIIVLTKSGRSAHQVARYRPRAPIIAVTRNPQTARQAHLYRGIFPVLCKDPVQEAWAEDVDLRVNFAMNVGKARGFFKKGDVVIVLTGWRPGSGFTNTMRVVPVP
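ATP formation by purified human PK-M2, quantified via coupled luciferase luminescence after 1 h at room temperature with 0.1 mM ADP and 0.5 mM PEP final.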
NPC1 promoter act: qHTS Assay for NPC1 Promoter Activators; Huh7 NPC1 promoter luciferase reporter, 24 h; 320,000 tested, 2.4% active; Potency, µM (top dose mostly 9.22 µM), for the others: at the top dose activation, hits mostly activators; AID 485313, 2010;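 also: potency is read from the fitted curve at half-maximal effect; % of control where 0% means no effect; nearly all actives have a fitted effect of over 60% in size; reporter is driven by a mutant NPC1 promoter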
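Compounds in DMSO were transferred onto Huh7 NPC1-luciferase reporter cells pre-incubated 2 h; after 24 h at 37 °C, Amplite reagent was dispensed and luminescence recorded 10 min later.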
ELG1 DNA repair: qHTS screen for small molecules that inhibit ELG1-dependent DNA repair in human embryonic kidney (HEK293T) cells expressing luciferase-tagged ELG1; HEK293T ELG1-luciferase reporter, luminescence, 16 h; DNA damage induced by 5-fluorouridine; 330,000 tested, 2.3% active; Potency, µM (top dose mostly 46.1 µM), for inactives: at the top dose activity change, negative = inhibition, hits mostly inhibitors; also: potency is read from the fitted curve at half-maximal effect; % is scaled to controls: 0 for no effect and ±100 for the full control effect; nearly all actives have a fitted effect of over 55% in size
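Luminescence from the luciferase reporter, measured 30 min after ONE-Glo reagent at room temperature, was the read-out. Beforehand, 2,000 cells per well were exposed for 16 hr at 37 °C to 5-fluorouridine together with compound or vehicle.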
* = called active by the depositor; ? = inconclusive; nt = not tested or not shown; [ ] = remark or other dose. Unless noted, calls follow the shape of the dose curve; as a rule, active = well fitted curve in the direction sought with a large enough effect; inconclusive = small, poorly fitted or top-dose-only effect, or another doubt; inactive = no such curve, though single readings can be large; an effect the other way counts as inactive or inconclusive.

SMILES	Menin-MLL TR inh	Mito fusion act	Gal4-VP16 FLuc	Rab9 promoter act	MBNL1 CUG block	FLuc modulator	RORg inh	KCNH2 3.1 block	PKM2 act	NPC1 promoter act	ELG1 DNA repair
COC(=O)CCC(=O)N1CCCC(N2CCN(c3cccc(C(F)(F)F)c3)CC2)C1 (centres undefined)	-9%	0%	8%	3%	-5%	1%	-11%	11	4%	4%	-8%
O=C(Nc1ccnn1C1CCN(C2CCC2)CC1)c1ccccc1	-1%	1%	0%	0%	-1%	0%	-16%	7	0%	-3%	0%
CSCc1c(C(=O)Nc2ccc(N3CCOCC3)cc2)oc2ccccc12	?	-4%	2%	0%	12%	1%	2%	-1	-2%	7%	10%
Cc1nn(Cc2ccccc2)c(C)c1NC(=O)CSc1nc2c(c(C(F)(F)F)n1)CCc1ccccc1-2	-8%	6%	-4%	-1%	nt	2%	-11%	-5	0%	0%	?
C#CCOc1ccc(C2C3=C(CC(C)(C)CC3=O)N(CC(=O)O)C3=C2C(=O)CC(C)(C)C3)cc1	-11%	0%	-3%	-2%	21%	0%	-1%	-4	2%[11.5 µM]	1%	2%
C=CCNc1nc(Cl)nc(Nc2ccc(OCC)cc2)n1	-6%	5%	-19%	-6%	-6%	4%	-9%	22	36%	-2%	9%
CCOC(=O)CSc1nc(-c2ccccc2)nc2ccc(C)cc12	-27%	10%	1%	-6%	6%	?	-3%	0	7%	-5%	?
Cc1cccc(C(=O)Nc2ccnc(-c3ccncc3)n2)c1	-8%	-2%	-12%	-6%	-2%	1%	-9%	-3	-2%	-5%	-28%
COC(=O)N1CCN(CCc2ccccc2)CC1	-17%	9%	-8%	-13%	-4%	3%	0%	-10	15%	-7%	6%
Cc1cccn2c(=O)c3cc(C#N)c(=O)n(CC4CCCO4)c3nc12 (centres undefined)	-13%	1%	-11%	-2%	16%	0%	-17%	nt	-5%	-3%	-8%
Cc1ccc(CCNC(=O)C2CCN(S(=O)(=O)N3CCCCC3)CC2)cc1	nt	-1%	2%	-9%	-5%	3%	14%	-7	nt	7%	6%
COc1ccc([C@@H]2[C@@H]3C(=O)N(C(C)(C)C)C(=O)[C@@H]3[C@]3(Cc4ccccc4)C(=O)N(c4cccc(F)c4)C(=O)N23)cc1	nt	11%	nt	1%	nt	-2%	nt	-74*	nt	0%	19%
COc1ccc(C(=O)CCC(=O)N2CCN(c3ccc(N4CCOCC4)nn3)CC2)cc1	-17%	-1%	5%	-7%	?	-7%	-2%	0	3%	-1%	4%
Nc1ccc2c(c1)C(=O)Cc1ccccc1S2	?	?	-15%	-4%	29%	-10%	0%	-3	3%	0%	?
CC(C)(Oc1ccc(CCNC(=O)c2ccc(-c3ccc(Cl)cc3)o2)cc1)C(=O)O	-12%	-5%	-3%[10 µM]	1%	20%	24µM*	30%	-9	?	-2%	-7%
O=C(Nc1nnc(-c2ccc3c(c2)OCCO3)o1)C1CCCCC1	6%	-10%	?	2.5µM*	1%	?	17%	4	1%	3.5µM*	?
CCCCOc1ccccc1C1C(C(=O)OC)=CN(CC)C=C1C(=O)OC	-16%	14%	0%	2%	7%	2%	3%	-17	-2%	-5%	-10%
O=C(Nc1cccc(C(=O)N2CCCCC2)c1)c1ccccc1Br	nt	-1%	0%	-1%	-7%	1%	14%	-1	nt	-1%	3%
CCSc1nnc(Cc2cc(=O)[nH]c(=O)[nH]2)n1-c1ccc(Cl)cc1	nt	0%	3%	-4%	0%	0%	1%	6	5%	1%	2%
O=C1CSCC(=O)N1Cc1ccc(Cl)cc1Cl	-6%	-7%	0%	0%	0%	1%	9%	5	nt	8%	5%

The final 2 compounds of the part before lead into the next.
SMILES	Menin-MLL TR inh	Mito fusion act	Gal4-VP16 FLuc	Rab9 promoter act	MBNL1 CUG block	FLuc modulator	RORg inh	KCNH2 3.1 block	PKM2 act	NPC1 promoter act	ELG1 DNA repair
CCSc1nnc(Cc2cc(=O)[nH]c(=O)[nH]2)n1-c1ccc(Cl)cc1	nt	0%	3%	-4%	0%	0%	1%	6	5%	1%	2%
O=C1CSCC(=O)N1Cc1ccc(Cl)cc1Cl	-6%	-7%	0%	0%	0%	1%	9%	5	nt	8%	5%
COc1ccc(C2CC(c3ccc4ccccc4c3OC(C)=O)=NN2C(C)=O)cc1 (centres undefined)	nt	6%	4%	4µM*	21%	-1%	7%	13	?	4µM*	?
O=c1[nH]c(SCc2ccc(Cl)cc2)nc2c1CCC2	0%	-7%	0%	16%	2%	?	42%	-5	1%	-1%	?
COc1cccc(C2=NOC(C(=O)NCC3CCCO3)C2)c1 (centres undefined)	12%	0%	-3%	-4%	-15%	1%	21%	14	0%	-2%	21%
C=C(C)C(=O)N1CC2(CC(c3cccc(NC(=O)/C(C)=C\C)c3)=NO2)C[C@H]1C(N)=O (some centres undefined)	nt	23%	0%	-6%	7%	0%	3%	7	-5%	-47%[inhibitor]	18%
Cc1sc2ncnc(NCCCn3ccnc3)c2c1C	-17%	0%	2%	3%	10%	0%	14%	6	-3%	-1%	-15%
Cc1ccc(C(=O)OC(C)CN2C(C)CCCC2C)cc1 (centres undefined)	1%	7%	-9%	-4%	-4%	6%	-3%	6	nt	-1%	-1%
O=C(NC1CCCCC1)c1ccc(NS(=O)(=O)c2cccc3cccnc23)cc1	19%	-1%	-6%	0%	-8%	-17%	4%	-1	15%	-4%	-11%
CCOc1ccc(OCCC(=O)OC(C)C(=O)Nc2ccc(Cl)cn2)cc1 (centres undefined)	nt	0%	nt	-9%	nt	0%	nt	2	nt	-2%	13%
CCOCCCn1c(NN)nc2ccccc2c1=O	-3%	1%	?	-2%	4%	5%	?	6	1%	-5%	?
Cc1ccc(CC(CC(=O)NCCc2ccc3c(c2)OCO3)C(=O)O)cc1 (centres undefined)	-10%	2%	-11%	5%	-5%	0%	26%	nt	-8%	-1%	19%
CN(C(=O)c1ccc2nc(N)sc2c1)c1ccccc1	-3%	-1%	-12%	1%	-3%	-2%	12%	2	-1%	0%	6%
CCCS(=O)(=O)c1nc(S(=O)(=O)c2ccc(C)cc2)c(N2CCN(CC)CC2)s1	-10%	-6%	-7%	0%	0%	2%	1%	-4	nt	2%	-4%
CCOC(=S)SCC(=O)Nc1ncc(C)s1	nt	7%	?	-30%	nt	-9%	?	-9	?	-19%	0%
COc1ccc(NCc2nnc(SCC(=O)Nc3ccccc3OC)o2)cc1	nt	-11%	6%	3%	3%	-18%	9%	7	0%	-2%	-1%
CCOC(=O)c1cnc(-n2nc(C)cc2C)nc1NNc1nc(C)cc(C)n1	nt	12%	?	-1%	nt	2%	4µM*	6	3%	1%	12µM*
CCCCN(C)CCNC(=O)CCNC(=O)Cn1ccc2ccccc2c1=O	-4%	18µM*	4%	0%	0%	-1%	9%	8	1%	-6%	-1%
O=C(COc1ccc2ccccc2c1)Nc1cccnc1Cl	11%	-1%	8%	-2%	39%[activator]	-18%	-2%	-11	2%	-3%	?
COc1ccc(/C=N/NC(=O)CSc2ccccc2)cc1OC	-1%	-10%	?	-6%	28%	12µM*	-4%	21	4%	2%	16%

These rows are one share of the data; count on the stated rates, not on these rows.
